# IDH1 R132H inh = inhibitors of IDH1 R132H reductase, primary screen, biochemical, plate reader, single point; diaphorase/resazurin fluorescence, 60 min; inhibition, % at 10 µM; 70,000 tested, 0.18% active; in the data active = inhibition above about 34%;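 note: 0% = DMSO and 100% = no enzyme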
# Target sequence (O75874 whole entry R132H): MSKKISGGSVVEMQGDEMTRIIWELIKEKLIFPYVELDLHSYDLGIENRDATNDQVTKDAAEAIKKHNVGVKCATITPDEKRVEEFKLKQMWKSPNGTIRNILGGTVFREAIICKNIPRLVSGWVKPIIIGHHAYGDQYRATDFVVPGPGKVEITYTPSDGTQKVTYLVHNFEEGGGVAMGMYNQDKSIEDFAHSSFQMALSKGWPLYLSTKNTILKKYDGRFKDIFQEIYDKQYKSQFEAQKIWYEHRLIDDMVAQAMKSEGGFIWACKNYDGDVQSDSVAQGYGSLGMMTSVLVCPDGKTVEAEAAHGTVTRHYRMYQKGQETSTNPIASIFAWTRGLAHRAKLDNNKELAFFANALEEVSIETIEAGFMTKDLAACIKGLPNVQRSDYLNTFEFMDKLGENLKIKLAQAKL
# PRC2 inh = EZH2/PRC2 methyltransferase inhibitors, primary screen, biochemical, DELFIA time-resolved fluorescence, single point; Histone-lysine N-methyltransferase EZH2 (Homo sapiens), Q15910; PRC2 H3K27 methylation, DELFIA TRF, 1 h; inhibition, % at 12.5 µM; 57,000 tested, 0.35% active;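 active = mean inhibition of replicates at least 50% and every single replicate also reaching 50%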;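 note: dimethyl H3K27 on biotinylated H3 21-44 peptide detected by antibody; plate controls were median neutral control wells for no effect and median positive control wells for full effect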
# * hit, by the source's call; . = not tested or not shown. Some of the compounds tested; rates above refer to the full screens.
Compound | IDH1 R132H inh | PRC2 inh
C[C@@H]1CCCCO[C@@H](CN(C)CC2CCCCC2)[C@@H](C)CN([C@@H](C)CO)C(=O)c2cc(N(C)C)ccc2O1 | -1.0 | .
CCC(=O)Nc1ccc2c(c1)OC[C@H](C)N(C(=O)c1ccc(F)cc1)C[C@H](C)[C@H](OC)CN(C)C2=O | -0.1 | -4
C[C@@H]1CN([C@@H](C)CO)C(=O)c2c(c3ccccc3n2C)-c2ccccc2CO[C@H]1CN(C)CC1CC1 | 0.2 | -5
COc1cc(O)cc(/C=C/c2ccccc2)c1 | 2.3 | -23
O=C(COc1ccccc1)Nc1ccc2nn(-c3ccc(Cl)cc3)nc2c1 | -1.1 | 4
CC1=C(/C=C/C(C)=C/C=C/C(C)=C\C(=O)O)C(C)(C)CCC1 | -0.1 | -4
CCOc1cc(S(=O)(=O)NCc2cccnc2)ccc1Cl | 0.0 | 1
COc1ccc(Cl)cc1NC(=O)COc1ccccc1OC | -1.3 | .
Cc1ccc(S(=O)(=O)Nc2ccc3c(c2)C(=O)N([C@@H](C)CO)C[C@@H](C)[C@@H](CN(C)C(=O)NC(C)C)O3)cc1 | -0.6 | -1
COc1ccc(NC(=O)Nc2ccc3c(c2)C(=O)N([C@@H](C)CO)C[C@H](C)[C@@H](CN(C)Cc2ccc(Oc4ccccc4)cc2)O3)cc1 | 0.0 | .
COCC(=O)N(C)C[C@H]1Oc2cc(C#Cc3ccccc3)ccc2S(=O)(=O)N([C@@H](C)CO)C[C@H]1C | -0.5 | -28
O=C(CN1CCOCC1)N[C@H]1CC[C@@H](CCNC(=O)C2CCC2)O[C@@H]1CO | 0.3 | 6
C[C@H]1CN([C@@H](C)CO)C(=O)c2cccc(NC(=O)Nc3cccc4ccccc34)c2O[C@H]1CN(C)C(=O)Nc1ccc(C(F)(F)F)cc1 | 1.2 | .
C[C@H]1CN([C@@H](C)CO)C(=O)c2cc(C3=CCCC3)cnc2O[C@@H]1CN(C)Cc1cccc(F)c1 | -1.5 | .
CC(C)CNC(=O)C(=O)NCc1ccccn1 | 0.7 | -5
CNC[C@H]1Oc2ncc(-c3ccccc3C)cc2C(=O)N([C@@H](C)CO)C[C@@H]1C | -1.1 | -12
CO[C@H]1CN(C)C(=O)c2cc(NC(=O)c3cccc(F)c3)ccc2OC[C@@H](C)N(C(C)=O)C[C@@H]1C | 0.3 | 18
O=C(COc1ccc([N+](=O)[O-])cc1)Nc1cccc(O)c1 | -0.3 | -5
CCC(=O)N(C)C[C@H]1Oc2ncc(-c3ccccc3C)cc2C(=O)N([C@@H](C)CO)C[C@H]1C | 0.8 | .
C[C@@H]1CCCCO[C@H](CN(C)CC2CC2)[C@H](C)CN([C@@H](C)CO)C(=O)c2cc(NS(=O)(=O)c3ccc(Cl)cc3)ccc2O1 | 1.4 | .
CCC(=O)Nc1ccc2c(c1)C(=O)N(C)C[C@H](OC)[C@@H](C)CN(Cc1ccccn1)[C@H](C)CO2 | 0.1 | 2
Cc1noc(C)c1S(=O)(=O)N(C)C[C@H]1Oc2ccc(NS(=O)(=O)c3ccc(F)cc3)cc2CC(=O)N([C@@H](C)CO)C[C@@H]1C | 0.1 | .
O=C(C[C@H]1CC[C@@H](NC(=O)Nc2ccc3c(c2)OCO3)[C@H](CO)O1)NCc1ccccc1 | 0.2 | -10
Cc1noc(C)c1NC(=O)Nc1ccc2c(c1)CC(=O)N([C@@H](C)CO)C[C@H](C)[C@@H](CN(C)C(=O)Nc1ccc3c(c1)OCO3)O2 | -1.9 | .
C[C@@H]1CN([C@@H](C)CO)S(=O)(=O)c2ccc(C3=CCCCC3)cc2O[C@H]1CN(C)S(=O)(=O)c1ccc(F)cc1 | . | 18
C[C@H]1CN([C@@H](C)CO)C(=O)c2cc(-c3cccc(C#N)c3)cnc2O[C@@H]1CN(C)Cc1cccnc1 | 5.5 | 6
CO[C@H]1CN(C)C(=O)c2ccc(NC(=O)C3CC3)cc2OC[C@H](C)N(Cc2cccc(F)c2)C[C@H]1C | . | -16
C[C@@H]1CN([C@@H](C)CO)C(=O)c2c(c3ccccc3n2C)-c2ccccc2CO[C@H]1CN(C)S(=O)(=O)c1ccc(F)cc1 | . | -65
C[C@@H]1CN([C@@H](C)CO)C(=O)CCCn2nncc2CO[C@H]1CN(C)C(=O)c1ccc2ccn(C)c2c1 | . | 7
CO[C@H]1CN(C)C(=O)c2cc(NS(=O)(=O)c3ccccc3)ccc2OC[C@H](C)NC[C@@H]1C | 0.3 | 3
CC(C)NC(=O)Nc1ccc2c(c1)C(=O)N([C@H](C)CO)C[C@@H](C)[C@@H](CN(C)S(=O)(=O)c1ccccc1)OCCCC[C@H](C)O2 | 1.4 | .
C[C@@H]1CN([C@@H](C)CO)S(=O)(=O)c2ccc(C#CCC3CCCC3)cc2O[C@@H]1CN(C)C | -1.8 | -6
CNC[C@H]1Oc2ncc(/C=C/c3ccccc3)cc2C(=O)N([C@@H](C)CO)C[C@H]1C | -0.7 | -7
CCC(=O)Nc1ccc2c(c1)C(=O)N(C)C[C@H](OC)[C@@H](C)CN(CC1CCOCC1)[C@@H](C)CO2 | . | -5
COc1ccc(NC(=O)N(C)C[C@H]2OCCCC[C@@H](C)Oc3ccc(NC(=O)CCC(F)(F)F)cc3C(=O)N([C@H](C)CO)C[C@H]2C)cc1 | 4.1 | .
C[C@@H]1CCCCO[C@H](CN(C)CC2CCCCC2)[C@@H](C)CN([C@H](C)CO)C(=O)c2cc(NS(C)(=O)=O)ccc2O1 | 0.4 | -3
C[C@H](NCCc1ccc(O)cc1)[C@H](O)c1ccc(O)cc1 | -0.2 | -5
Cc1noc(C)c1NC(=O)N(C)C[C@@H]1OCCCC[C@@H](C)Oc2ccc(N(C)C)cc2C(=O)N([C@H](C)CO)C[C@H]1C | . | 12
C[C@H]1CN([C@@H](C)CO)S(=O)(=O)c2ccc(C#Cc3ccccc3)cc2O[C@@H]1CN(C)C(=O)C1CC1 | -3.1 | 5
C[C@H](CO)N1C[C@H](C)[C@H](CN(C)CC2CC2)Oc2c(NC(=O)C3CCCCC3)cccc2C1=O | 0.4 | .
C[C@@H]1CN([C@@H](C)CO)C(=O)Cc2cc(NC(=O)c3ccncc3)ccc2O[C@H]1CN(C)S(=O)(=O)c1ccc(Cl)cc1 | 1.4 | -13
Cc1noc(C)c1S(=O)(=O)Nc1ccc2c(c1)C(=O)N([C@@H](C)CO)C[C@@H](C)[C@@H](CN(C)S(=O)(=O)c1c(C)noc1C)O2 | 2.8 | .
C[C@H](CO)N1C[C@H](C)[C@H](CN(C)Cc2ccccc2)Oc2c(NC(=O)c3nc4ccccc4s3)cccc2C1=O | 0.0 | 9
Cc1ccc(C)c(OCC(O)CN2CCN(CCO)CC2)c1 (stereo not given) | 0.3 | -2
O=C(O)C[C@H]1CC[C@@H](NC(=O)c2ccccc2F)[C@@H](CO)O1 | -0.1 | 3
COc1ccc(C#Cc2ccc3c(c2)[C@]2(C(=O)N3)[C@H](C(=O)NC[C@H](O)c3ccccc3)[C@H]3C(=O)O[C@H](c4ccccc4)[C@H](c4ccccc4)N3[C@@H]2c2ccc(OCCO)cc2)cc1 | . | -19
COC(=O)CCCCCCC(=O)N/N=C/c1cccc(OCCO)c1 | 0.1 | 6
O=C(C[C@@H]1CC[C@@H](NC(=O)Nc2cc(F)ccc2F)[C@@H](CO)O1)NCCCN1CCOCC1 | -0.2 | 0
COCC(=O)O[C@]1(CCN(C)CCCc2nc3ccccc3[nH]2)CCc2cc(F)ccc2[C@@H]1C(C)C | -0.6 | -29
C[C@H]1CN([C@@H](C)CO)C(=O)c2cc(/C=C/c3ccccc3)cnc2O[C@H]1CN(C)C(=O)C1CCC1 | -2.2 | -1
Cc1cccc(S(=O)(=O)N[C@H]2CC[C@H](CCn3cc(-c4ccccn4)nn3)O[C@H]2CO)c1 | -0.5 | -2
C[C@@H]1CN([C@@H](C)CO)C(=O)c2cc(NC(=O)NC3CCCCC3)ccc2O[C@H]1CN(C)C(=O)Nc1ccccc1 | . | -3
O=C(CNS(=O)(=O)c1cc(Cl)ccc1Cl)Nc1cccc([N+](=O)[O-])c1 | -0.1 | 4
C[C@@H]1CN([C@@H](C)CO)S(=O)(=O)c2ccc(C#CCC3CCCC3)cc2O[C@H]1CN(C)Cc1ccc(C(=O)O)cc1 | 0.7 | .
CCC(=O)N(C)C[C@@H]1Oc2ncc(C#Cc3cccnc3)cc2C(=O)N([C@H](C)CO)C[C@H]1C | 0.6 | .
COCC(=O)Nc1ccc2c(c1)OC[C@@H](C)N(Cc1ccccn1)C[C@H](C)[C@@H](OC)CN(C)C2=O | -0.2 | -2
COc1cccc(S(=O)(=O)N(C)C[C@@H]2Oc3cc(C#CCN(C)C)ccc3S(=O)(=O)N([C@@H](C)CO)C[C@H]2C)c1 | 0.2 | 2
CO[C@H]1CN(C)C(=O)c2cc(NC(=O)c3ccccc3F)ccc2OC[C@H](C)N(C(C)=O)C[C@@H]1C | 0.1 | 1
COc1cc(CO)ccc1OCC(=O)Nc1ccccc1F | -0.2 | 14
NC(=O)CS(=O)(=O)c1nc2ccccc2n1Cc1ccccc1F | -0.1 | -27

# Single values from the entries so far.
# IDH1 R132H inh with COCC(=O)Nc1ccc2c(c1)OC[C@@H](C)N(Cc1ccccn1)C[C@H](C)[C@@H](OC)CN(C)C2=O → -0.2
# IDH1 R132H inh with C[C@@H]1CN([C@@H](C)CO)S(=O)(=O)c2ccc(C#CCC3CCCC3)cc2O[C@H]1CN(C)Cc1ccc(C(=O)O)cc1 → 0.7
# IDH1 R132H inh with COC(=O)CCCCCCC(=O)N/N=C/c1cccc(OCCO)c1 → 0.1
# PRC2 inh with CO[C@H]1CN(C)C(=O)c2cc(NC(=O)c3ccccc3F)ccc2OC[C@H](C)N(C(C)=O)C[C@@H]1C → 1

# Returning to the listing; the 4 compounds before the break are reprinted first.
Compound | IDH1 R132H inh | PRC2 inh
COc1cccc(S(=O)(=O)N(C)C[C@@H]2Oc3cc(C#CCN(C)C)ccc3S(=O)(=O)N([C@@H](C)CO)C[C@H]2C)c1 | 0.2 | 2
CO[C@H]1CN(C)C(=O)c2cc(NC(=O)c3ccccc3F)ccc2OC[C@H](C)N(C(C)=O)C[C@@H]1C | 0.1 | 1
COc1cc(CO)ccc1OCC(=O)Nc1ccccc1F | -0.2 | 14
NC(=O)CS(=O)(=O)c1nc2ccccc2n1Cc1ccccc1F | -0.1 | -27
C[C@H](CO)N1C[C@H](C)[C@H](CN(C)S(=O)(=O)c2ccc(F)cc2)Oc2ncc(-c3ccc(F)cc3)cc2C1=O | 1.4 | -1
O=C(O)CCNC(=O)c1cncc(Br)c1 | 1.5 | 4
C[C@@H]1CN([C@@H](C)CO)C(=O)Cc2cc(NC(=O)Nc3ccc4c(c3)OCO4)ccc2O[C@H]1CN(C)C(=O)Nc1ccc(F)cc1 | -0.6 | .
COc1ccc(NC(=O)c2ccccc2OCC(=O)Nc2cccc(C)c2C)c(C)c1 | 1.3 | 3
O=C(CNS(=O)(=O)c1ccccc1)Nc1cccc([N+](=O)[O-])c1 | -0.3 | -4
CCCN(C)C[C@H]1Oc2cc(-c3ccccc3C)ccc2S(=O)(=O)N([C@H](C)CO)C[C@H]1C | -0.4 | -6
O=C(N[C@@H]1C=C[C@@H](CC(=O)N2CCCCC2)O[C@H]1CO)c1cccc(F)c1 | 0.1 | 0
CC(C)CC#Cc1cnc2c(c1)C(=O)N([C@@H](C)CO)C[C@@H](C)[C@@H](CN(C)C(=O)C1CCCCC1)O2 | -0.2 | .
C[C@H](CO)N1C[C@H](C)[C@@H](CN(C)C)Oc2cc(C#Cc3ccncc3)ccc2S1(=O)=O | 13 | -13
O=C(CC1CC1)Nc1ccc2c(c1)[C@@H]1C[C@H](CC(=O)NC3CCCCC3)O[C@@H](CO)[C@@H]1O2 | 0.2 | -18
CCC(=O)N1C[C@@H](C)[C@H](OC)CN(C)C(=O)c2cc(NC(=O)Nc3cccc(F)c3)ccc2OC[C@@H]1C | 0.2 | 10
C[C@@H]1CN([C@@H](C)CO)C(=O)c2cc(C#CC3CCCC3)cnc2O[C@H]1CN(C)S(C)(=O)=O | . | -14
CC(C)NC(=O)N(C)C[C@H]1OCCCC[C@@H](C)Oc2ccc(NC(=O)CCCN(C)C)cc2C(=O)N([C@@H](C)CO)C[C@H]1C | 2.9 | -4
CC(O)Cn1cnc2c1c(=O)n(C)c(=O)n2C (stereo not given) | 0.0 | .
COCC(=O)N(C)C[C@H]1Oc2cc(C#CCN(C)C)ccc2S(=O)(=O)N([C@H](C)CO)C[C@H]1C | 0.4 | -10
Cc1sc2nc(SCC(=O)c3cccs3)n(Cc3ccco3)c(=O)c2c1C | 0.2 | 1
CCC(=O)NC(c1cccc([N+](=O)[O-])c1)c1c(O)ccc2ccccc12 (stereo not given) | 4.4 | 6
C[C@@H]1CN([C@@H](C)CO)C(=O)c2cc(NS(=O)(=O)c3ccc(Cl)cc3)ccc2O[C@@H](C)CCCCO[C@H]1CN(C)S(=O)(=O)c1ccc(F)cc1 | 2.6 | .
COCC(=O)N(C)C[C@H]1Oc2ncc(-c3ccccc3OC)cc2C(=O)N([C@@H](C)CO)C[C@@H]1C | -0.4 | .
O=C(Oc1cc(OC(=O)c2ccccc2)c2c(c1)O[C@H](c1ccc(OC(=O)c3ccccc3)c(OC(=O)c3ccccc3)c1)[C@@H](OC(=O)c1ccccc1)C2)c1ccccc1 | 0.2 | -17
CNC[C@@H]1Oc2cc(-c3cccnc3)ccc2S(=O)(=O)N([C@@H](C)CO)C[C@H]1C | 2.1 | 6

# As a short view, part of the list above.
Compound | IDH1 R132H inh | PRC2 inh
O=C(Oc1cc(OC(=O)c2ccccc2)c2c(c1)O[C@H](c1ccc(OC(=O)c3ccccc3)c(OC(=O)c3ccccc3)c1)[C@@H](OC(=O)c1ccccc1)C2)c1ccccc1 | 0.2 | -17
CNC[C@@H]1Oc2cc(-c3cccnc3)ccc2S(=O)(=O)N([C@@H](C)CO)C[C@H]1C | 2.1 | 6

# Source: PubChem (Broad Institute)
